# Screens from PubChem BioAssay.
# XIAP antagonists = XIAP antagonists, biochemical, IAP family, fluorescence polarization (AID 1018) | XIAP BIR domain, fluorescence polarization peptide displacement; higher % means a stronger effect | displacement, % at 20 µM, or IC50 in µM where a hit was titrated | 200,000 tested, 0.007% active; in the data active = displacement above about 50%; note: a part of the inactive calls stands beside numbers as strong as those of hits
# Autophagy HCS = modulators of autophagy; MEF GFP-LC3 puncta imaging; test concentration mostly 10 µM; calls only at 10 µM (by protocol); 190,000 tested, 0.98% active; AID 463193;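 active = percentage of spot-positive cells more than 3 SD above its plate mean, without a fluorescence outlier flag or 80% toxicity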;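 note: spot-positive cell cutoff set from DMSO-treated cells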
# b-catenin transl = modulators of beta-catenin nuclear translocation. HeLa beta-catenin nuclear translocation, immunofluorescence imaging. nuclear translocation activity, % at 5 µM. 190,000 tested, 0.3% active;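 active = nuclear translocation activity above 50% at 5 µM, with a well cell count of 50 or more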;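 note: per-cell ratio of nuclear to cytoplasmic median beta-catenin stain intensity; plate controls were DMSO negative control for no effect and GSK-3 inhibitor IX positive control for full effect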
#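 Signal – beta-catenin immunofluorescence imaging with DAPI · Test system – human HeLa cell line · Dosing – 5 µM primary single dose, 0.1% DMSO, 0.02–20 µM confirmation series · Measure – % activation, nuclear-to-cytoplasmic median beta-catenin signal ratio per cell · Incubation – 24 h compound exposure at 37°C, 5% CO2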
# ER stress rescue = protection against thapsigargin-triggered cell killing – 384-well, CSM14.1, ATP luminescence, primary screen (AID 1222); CSM14.1 thapsigargin-induced death rescue, ATP luminescence; higher % means a stronger effect; cellular ATP content (survival), % at 20 µM; hits with a dose series show EC50 in µM; 190,000 tested, under 10 active;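 active = EC50 below 50 µM in the dose-response confirmation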;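 note: death triggered by thapsigargin at about 15 µM added after 2 h compound pretreatment; cell ATP read after overnight thapsigargin exposure of roughly 18 to 22 hours; normalized against plate controls of thapsigargin alone and 5% DMSO vehicle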
# Dynein cargo inh = blocks dynein driven cargo transport along microtubules; 3617.4 mouse cells, GR-EGFP nuclear translocation imaging; test concentration mostly 20 µM; stimulated with dexamethasone, 1 µM; stronger effect = lower value; z-score, hits read low; 220,000 tested, 0.47% active; AID 1381;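 active = plate z-score of nuclear minus cytoplasmic receptor signal below a set negative limit, without overly bright fluorescence or cell loss, cut at about -3.5 in these data, passing the limit was not always enough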;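 note: z-score of nuclear minus cytoplasmic ring GR-EGFP intensity difference per well; some compounds called inactive have numbers as strong as hits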
#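 Buffer or medium: tet-free, stripped-serum medium; reagent: dexamethasone at 1.0 µM final, 30 min; incubation: 48 h induction, 1 h compound, 30 min dex at 37 °C; measured by: formaldehyde fixation, Hoechst nuclear stain, 10x automated fluorescence imaging; read-out: nuclear-to-cytoplasmic GR-EGFP distribution per well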
# WT yeast gro inh = growth inhibition of WT yeast, mitochondrial fusion screen; mitochondrial fusion phenotypic screen, WT strain; inhibition, % at 10 µM; 190,000 tested, 2.1% active; AID 1362; in the data active = inhibition above about 58%; tested in S. cerevisiae
# MT stabilize HCS = microtubule stabilizers in HeLa cells. % tubulin-high responders, % at 10 µM. HeLa tubulin immunostaining HCS, 24 h; share of cells brighter than vehicle mean+2SD. 200,000 tested, 0.83% active;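 active = plate Z-score above 3 for both tubulin-high and condensed-nucleus cell shares, with cell loss under 80%, at 10 µM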;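 note: anti alpha tubulin signal scored within the nucleus-defined area of each cell; some results filed as inactive read as strong as hits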
# Lipid droplet = modulators of hepatic lipid droplet formation. AML12 mouse hepatocytes, oleate lipid droplets, BODIPY imaging. inhibition, % at 6.5 µM. 240,000 tested, 0.4% active. AID 1656;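 active = lipid droplet intensity inhibited by at least 50%, with more than 500 cells counted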
#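 Test system: AML12 mouse liver cells; schedule: overnight exposure; technique: high-content imaging of BODIPY-stained droplets and DAPI nuclei; read-out: % inhibition of corrected integrated BODIPY droplet signal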
# Insulin prom up = MIN6 insulin promoter up-regulation | z-score at 5 µM | MIN6 insulin promoter-GFP reporter, high-content imaging; stronger effect = higher value | 190,000 tested, 0.3% active;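 active = z-score above 3 at 5 µM with at least 500 cells counted in the well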
# WT yeast gro inh mutant strain = also measured in WT yeast gro inh; calls as there; inhibition, %; mitochondrial fusion phenotypic screen, mutant strain inhibition
# Dynein cargo inh cytoplasmic EGFP = second read-out of Dynein cargo inh, no call of its own (marks repeat the call); z-score; measured here: cytoplasmic GR-EGFP intensity; stronger effect = higher value
# Dynein cargo inh nuclear GR-EGFP = further read-out of Dynein cargo inh, marked with its call; z-score; measured here: nuclear GR-EGFP intensity;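 lower value marks the stronger effect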
# Dynein cargo inh cell count = recorded beside Dynein cargo inh, whose call it bears; z-score; measured here: cell count per field
# Insulin prom up cell count = further read-out of Insulin prom up, marked with its call; cell count; measured here: cytotoxicity, nuclei count;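 total cells summed across four imaged fields per well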
# Lipid droplet cells 6.5 µM = second read-out of Lipid droplet, no call of its own (marks repeat the call); cell count; measured here: cell count, cytotoxicity flag;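 cells counted across two imaged fields per well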
# b-catenin transl cell count 5 µM = also measured in b-catenin transl; calls as there; cell count; measured here: cell count, cytotoxicity flag
# MT stabilize HCS Hoechst-high % = second read-out of MT stabilize HCS, no call of its own (marks repeat the call); % Hoechst-high responders; measured here: nuclear condensation Hoechst responders;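 share of cells brighter than vehicle mean plus two SD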
# MT stabilize HCS cytotoxicity % = second read-out of MT stabilize HCS, no call of its own (marks repeat the call); toxicity, %; measured here: cytotoxicity by cell density;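 0% = mean cell density of plate MIN control wells and 100% = no cells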
# Autophagy HCS cell loss 18 h = further read-out of Autophagy HCS, marked with its call; toxicity, %; measured here: cell loss, nuclei count;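 cell loss after 18 h compound exposure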
# Active calls of the source: *; i = inactive; / = not tested or not shown.
SMILES,XIAP antagonists,Autophagy HCS,Autophagy HCS cell loss 18 h,b-catenin transl,b-catenin transl cell count 5 µM,ER stress rescue,Dynein cargo inh,Dynein cargo inh cytoplasmic EGFP,Dynein cargo inh nuclear GR-EGFP,Dynein cargo inh cell count,WT yeast gro inh,WT yeast gro inh mutant strain,MT stabilize HCS,MT stabilize HCS Hoechst-high %,MT stabilize HCS cytotoxicity %,Lipid droplet,Lipid droplet cells 6.5 µM,Insulin prom up,Insulin prom up cell count
N/C(=N\OC(=O)c1ccc(Cl)c([N+](=O)[O-])c1)c1ccccn1,-3.4%,i,10.1,-2.8,1142,-2.5%,1.36,-0.161,1.03,-0.397,6.4,7.3,2.3,1.7,0.7,-11.9,699,1.15,1062
COc1ccc(OCC(=O)Nc2ccc3c(c2)nc2n3CCSC2)cc1,0.2%,i,-7.3,-2.9,964,0.6%,0.24,0.0535,0.479,-0.148,9.6,20.7,6.1,2.0,9.0,/,/,-0.4,1111
C=CCc1c(C)nc(N2CCSCC2)[nH]c1=O,/,/,/,-0.7,1300,/,-0.0397,-0.276,-0.0475,0.0123,/,/,/,/,/,-9.1,718,-0.31,1108
FC(F)Sc1nc2ccccc2[nH]1,/,/,/,1.6,1193,/,-0.251,-0.256,0.454,-0.194,/,/,/,/,/,-2.1,727,0,998
O=C(NCc1cccs1)C1CCCN1C(=O)Nc1ccccc1 (stereo not drawn),-10.1%,i,-6.9,-4.0,1159,0.5%,-0.465,-0.218,0.102,0.561,-13.1,-0.6,3.7,2.4,9.9,4.9,706,-0.5,824
Cc1cc(C(C)(C)C)oc1C(=O)O,-0.7%,i,5.0,1.9,1456,0.6%,-0.676,-0.303,-0.22,0.557,-8.2,8.6,2.2,2.0,6.0,9.7,637,0.43,1380
CCC(C)[C@H](NC(=O)OC(C)(C)C)C(=O)N/N=C/C1=Cc2ccccc2OC1 (stereo partly drawn),-12.2%,i,-1.3,1.9,1202,1.2%,-0.302,0.00921,-0.293,0.102,8.8,-1.9,3.5,1.6,4.8,-1.7,781,1.46,835
CCN(Cc1ccccc1)Cc1nc(CCc2ccccc2)no1,-3.0%,i,32.3,-0.7,1015,-2.1%,0.932,-0.184,0.755,-0.768,10.9,8.0,2.8,2.3,1.7,-12.4,716,-0.74,1492
COc1ccc(NC(=O)C2CCCN(S(=O)(=O)c3cccnc3)C2)c(OC)c1 (stereo not drawn),-3.3%,i,1.0,/,/,3.0%,-0.263,-0.27,-0.0536,0.707,10.9,0.9,3.5,3.5,3.7,/,/,0.3,773
Cc1nn(CC(=O)N2CCc3ccccc3C2)c(C)c1[N+](=O)[O-],-4.9%,i,29.7,-1.4,1040,-0.4%,-0.578,-0.245,0.158,0.506,6.7,5.0,1.3,1.2,1.2,-35.6,660,0.45,1495
C#CC1(NC(=O)N(C)C)CCCCC1,-3.0%,i,6.3,0.7,1078,-2.3%,-0.767,-0.306,-0.299,0.676,-16.4,-12.6,2.8,2.2,6.4,10.8,702,-0.13,1414
CCOP(=O)(OCC)C(NC(=O)c1ccc(OC)c(OC)c1)c1ccccc1 (stereo not drawn),-7.2%,i,1.0,-1.9,1116,8.1%,-0.501,-0.3,-0.141,0.459,5.0,-0.7,1.5,1.6,7.3,-5.8,720,0.81,1197
CCOc1ccc(NC(=O)C(=S)NC2CCCCC2)cc1,-3.5%,i,-10.3,0.0,888,-0.5%,2.27,0.0406,2.56,-2.13,11.1,1.9,1.2,0.9,1.0,-2.7,664,-1.97,1484
CC1CCc2sc(C(=O)N/N=C/c3ccc(O)cc3)cc2C1 (stereo not drawn),/,/,/,-4.9,1218,/,-0.456,-0.146,-0.225,0.147,/,/,/,/,/,5.3,714,-0.11,1387
Fc1cccc(-c2nn[nH]n2)c1,-3.7%,i,-11.2,/,/,-0.7%,-0.582,-0.249,-0.151,0.466,-7.0,-4.0,1.0,0.8,6.4,3.1,814,-1.08,816
COc1cccc(CNC(=O)CCC2CCCN(C(=O)C3CCOCC3)C2)c1 (stereo not drawn),-2.7%,i,-19.9,-3.4,1000,0.4%,-0.455,-0.31,-0.0414,0.287,2.4,9.8,3.7,2.1,1.4,-11.6,686,-0.82,1486
O=C(CCN1C(=O)C2C3C=CC(C3)C2C1=O)N1CCN(c2ccccc2Cl)CC1 (stereo not drawn),1.3%,i,-2.6,/,/,/,-0.283,-0.246,0.147,1.39,34.2,21.4,3.2,1.5,4.4,-10.1,684,-0.05,949
CCN(CC)S(=O)(=O)c1ccc2c(c1)c(=O)c(C(=O)N1CCc3ccccc3C1)cn2C,-4.5%,i,12.5,/,/,-2.8%,0.168,-0.173,0.287,-0.0592,-2.5,46.5,3.4,2.5,19.1,10.7,793,0.96,1260
CCN(CC)S(=O)(=O)c1ccc2nc(NC(=O)c3cccs3)sc2c1,-8.4%,i,-12.8,/,/,-0.4%,-0.228,-0.124,0.242,0.0711,13.3,18.9,3.0,1.9,7.3,0.4,686,1.2,1299
Cc1cc(C)c(-c2cc(NC(=O)CSc3nncn3C)n(-c3ccccc3)n2)cc1C,-6.7%,i,3.4,1.5,1162,1.8%,-0.267,-0.23,0.127,0.334,50.2,29.0,6.3,3.5,6.5,1.1,764,-0.27,1334
Cc1cccc2cc(C(c3nnnn3CC3CCCO3)N3CCc4ccccc4C3)c(=O)[nH]c12 (stereo not drawn),-5.3%,i,7.1,3.7,1186,-5.3%,-1.1,-0.416,-0.722,1.21,7.7,12.0,3.5,2.7,8.9,-13.8,722,-0.29,1162
COCC(=O)NC1CCN(S(=O)(=O)c2cccc(C(C)=O)c2)CC1,-0.9%,i,-12.8,1.2,1545,0.9%,0.44,-0.232,-0.128,0.628,-10.2,-8.1,1.5,1.4,4.2,4.6,724,0.14,1569
CC(C)c1ccc(OCC(=O)Nc2ccc(OC(F)(F)F)cc2)cc1,-9.1%,i,-49.3,0.1,1096,0.4%,0.0683,-0.246,0.0874,-0.0604,-2.3,-12.1,4.5,2.1,4.9,-5.5,676,0.26,1498
COc1ccccc1/C=C1\SC(=O)N(CCC(=O)NNC(=O)c2ccccc2Cl)C1=O,0.0%,i,20.5,0.2,1091,-1.5%,0.758,-0.143,0.276,-0.474,-6.2,-1.3,4.1,1.9,8.9,19.1,764,-0.32,1769
Cc1cc2c(cc1C)NC1=C(N2)OC(c2cccc(O)c2)C1=O (stereo not drawn),/,/,/,-1.3,1143,/,-0.0758,-0.144,-0.283,0.614,/,/,/,/,/,29.9,656,-1.11,1375

# (more compounds)
SMILES,XIAP antagonists,Autophagy HCS,Autophagy HCS cell loss 18 h,b-catenin transl,b-catenin transl cell count 5 µM,ER stress rescue,Dynein cargo inh,Dynein cargo inh cytoplasmic EGFP,Dynein cargo inh nuclear GR-EGFP,Dynein cargo inh cell count,WT yeast gro inh,WT yeast gro inh mutant strain,MT stabilize HCS,MT stabilize HCS Hoechst-high %,MT stabilize HCS cytotoxicity %,Lipid droplet,Lipid droplet cells 6.5 µM,Insulin prom up,Insulin prom up cell count
Cn1nnnc1SCC(=O)Nc1ccc(Cl)c(S(=O)(=O)N2CCOCC2)c1,/,/,/,-3.9,1185,/,-0.196,-0.278,-0.0865,0.712,/,/,/,/,/,-1.0,748,0.01,1306
Cc1cc(C)n(-c2nnc(N3CCN(c4ccccc4)CC3)nn2)n1,-5.7%,i,-3.5,-1.3,1117,/,0.778,-0.345,0.165,-1.23,12.1,10.8,2.1,2.1,7.8,4.0,662,-0.39,1338
Nc1cc(Cl)nc(N/N=C/c2ccc([N+](=O)[O-])cc2)n1,-1.8%,i,-8.4,1.8,485,0.1%,-0.735,-0.17,-0.405,-0.158,0.6,-3.4,8.9,1.7,5.7,-5.2,730,-0.27,1199
COC(=O)c1sc(N)c(C(=O)OC)c1COC(=O)[C@@H](NS(=O)(=O)c1cccc(Cl)c1)C(C)C,-0.7%,i,-2.7,4.1,805,-4.9%,-0.425,-0.205,-0.414,0.396,16.6,-13.6,2.9,3.8,1.5,-33.8,615,/,/
COC(=O)C(C)N(C#N)c1nc(NC(C)C)nc(SC)n1 (stereo not drawn),-4.3%,i,8.0,/,/,-0.7%,-1.21,0.0696,-0.338,0.832,3.9,0.4,0.8,1.4,8.1,13.9,800,/,/
N=c1sccn1CC(=O)NCc1ccc(Cl)cc1Cl,-6.5%,i,2.3,2.3,1103,/,0.628,1.49,0.445,-0.178,-1.2,-5.0,2.6,2.9,7.0,3.8,730,0.09,1251
Cc1cc(Nc2ccc(F)cc2Cl)n2nc(C)nc2n1,-1.8%,i,1.3,/,/,-1.0%,0.518,-0.219,0.53,0.406,12.4,0.3,6.7,4.6,8.8,/,/,-0.3,945
COc1cc(OC)cc(C(=O)NNC(=O)Cc2ccc(OC)c(S(=O)(=O)N3CCOCC3)c2)c1,-5.0%,i,3.4,1.6,1063,-1.8%,0.419,-0.0571,0.136,-1.44,-17.6,31.0,5.9,2.5,6.9,19.6,715,0.7,1563
CCOc1ccc(NC(=O)Nc2cnccn2)cc1,-3.1%,i,-3.9,-1.6,1154,-0.1%,-0.242,-0.265,-0.301,0.567,-8.8,-1.0,4.7,2.4,12.5,25.1,707,-0.58,1221
c1ccc(-n2nnnc2OCCOc2nnnn2-c2ccccc2)cc1,-1.5%,i,4.5,-2.4,1219,-2.0%,-0.628,-0.237,-0.694,-0.433,13.9,7.3,2.6,1.7,7.8,0.4,753,-0.01,1325

# Rows are unselected; any-hit rate near 4%.
